LRH-1 inv ag – LRH-1 (NR5A2) inverse agonists, primary screen, cell-based, luminescence, HEK293T, StAR-luciferase reporter. Nuclear receptor subfamily 5 group A member 2 (Homo sapiens), O00482. LRH-1 transfected, 24 h. inhibition, % at 3.6 µM. 0.13% of 360,000 active. AID 602396, 2012;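 active means inhibition above the mean inhibition of all tested compounds plus 3 SD, cut at about 73% in these data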;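 further: 0% = DMSO wells and 100% = reporter-only cells lacking LRH-1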
Target sequence (O00482 whole entry, looked up): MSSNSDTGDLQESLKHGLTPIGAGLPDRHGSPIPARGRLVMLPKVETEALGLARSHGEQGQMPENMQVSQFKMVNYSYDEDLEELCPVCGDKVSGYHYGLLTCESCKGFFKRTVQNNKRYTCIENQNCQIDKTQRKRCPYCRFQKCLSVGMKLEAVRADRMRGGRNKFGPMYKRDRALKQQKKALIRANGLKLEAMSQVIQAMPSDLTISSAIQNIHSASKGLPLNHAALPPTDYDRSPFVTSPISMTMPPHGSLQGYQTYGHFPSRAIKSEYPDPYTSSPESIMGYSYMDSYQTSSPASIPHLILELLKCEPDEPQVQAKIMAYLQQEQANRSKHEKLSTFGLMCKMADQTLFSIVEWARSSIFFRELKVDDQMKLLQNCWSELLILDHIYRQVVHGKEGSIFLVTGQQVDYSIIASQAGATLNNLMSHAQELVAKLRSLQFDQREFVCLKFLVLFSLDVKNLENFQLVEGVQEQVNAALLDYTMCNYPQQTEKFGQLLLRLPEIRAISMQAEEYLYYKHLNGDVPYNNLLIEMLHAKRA
Shn3 3UTR inh – reduction of Shn3 3'UTR firefly luciferase signal, primary screen, Schnurri-3 inhibitor project, cell-based, Clone20 osteoblasts, set 2. Clone20 osteoblast Shn3 3'UTR firefly luciferase, 24 h. inhibition, % at 12.5 µM. 0.52% of 360,000 active. AID 588674, 2011;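 active means mean inhibition of at least 75% with every replicate also reaching 75%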;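 further: 0% = median of neutral control wells and 100% = pilot-screen positive control compound; some compounds past the cut are filed as inactive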
LMP1 NFkB inh – EBV LMP1-driven NF-kappaB luciferase reporter inhibitors, primary screen, cell-based, luminescence, single point. LMP1-induced NF-kappaB luciferase reporter cells. inhibition, % at 12.5 µM. 0.69% of 350,000 active; in the data active means inhibition above about 41%;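 further: 0% = neutral control wells and 100% = reference inhibitor control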
SRC3 inh – SRC3 coactivator transcriptional activity inhibitors, primary screen, cell-based, luminescence | inhibition, % at 3.6 µM | AID 588352, 2011 | HEK293 GAL4-SRC3 luciferase reporter | 0.17% of 360,000 active | Nuclear receptor coactivator 3 (Homo sapiens), Q9Y6Q9;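 active means inhibition above a per-campaign cutoff, the mean of all compounds plus 3 SD, cut at about 60% in these data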;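 further: 0% = DMSO-treated cells and 100% = gossypol-treated cells at 36 µM; higher means less SRC3-driven luciferase light from the GAL4 reporter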
CF NFkB inh – inhibitors of PAF-induced NF-kB signaling, primary screen, cell-based, GFP fluorescence, uHTS. KKLEB NF-kB-GFP reporter, GFP fluorescence overnight. inhibition, % at 5 µM. 0.86% of 360,000 active;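 active means at least 50% inhibition at 5 µM, scaled per plate between neutral and stimulator controls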;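 further: PAF is a Pseudomonas aeruginosa culture filtrate used as stimulus; plate controls were PAF-stimulated DMSO wells for no effect and unstimulated DMSO wells for full effect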
COUP-TFII inh – NR2F2 transcriptional activity inhibitors, primary screen, cell-based, luciferase reporter, HEK293T, luminescence | COUP transcription factor 2 (Homo sapiens), P24468 | HEK293T NGFI-A luciferase reporter | inhibition, % at 8.6 µM | 0.7% of 370,000 active;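 active means inhibition above a per-plate cutoff, mean inhibition of test wells between control levels plus 3 SD, cut at about 38% in these data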;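 further: cells cotransfected with COUP-TFII expression vector driving the NGFI-A reporter; 0% = median of COUP-TF2 test wells and 100% = reporter-only cells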
Target sequence (P24468 whole entry, looked up): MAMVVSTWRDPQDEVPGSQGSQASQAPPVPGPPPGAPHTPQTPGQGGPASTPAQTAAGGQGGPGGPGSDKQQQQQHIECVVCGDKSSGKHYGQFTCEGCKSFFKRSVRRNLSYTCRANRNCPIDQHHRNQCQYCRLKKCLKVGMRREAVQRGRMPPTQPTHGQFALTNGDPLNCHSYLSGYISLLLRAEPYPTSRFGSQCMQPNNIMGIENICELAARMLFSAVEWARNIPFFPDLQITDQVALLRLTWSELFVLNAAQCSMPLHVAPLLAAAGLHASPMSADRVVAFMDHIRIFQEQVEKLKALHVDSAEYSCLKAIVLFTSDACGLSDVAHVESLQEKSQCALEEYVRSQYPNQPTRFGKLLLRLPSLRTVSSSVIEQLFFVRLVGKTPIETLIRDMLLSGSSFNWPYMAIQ
TRAIL sens C8 – viability loss with TRAIL in NB7+C8 cells, primary screen, TRAIL sensitizer project, cell-based, ATPlite luminescence; inhibition (viability loss, TRAIL sensitization), % at 10 µM; 1% of 360,000 active; AID 624354, 2012;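 active means compounds causing at least 50% loss of cell viability in the single-dose screen, relative to plate controls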
KKLEB tox – cytotoxicity in KKLEB CF airway cells, primary screen, cytotoxicity control for CF NF-kB inhibitor project, cell-based, uHTS, fluorescence assay plates. KKLEB CF airway cells viability, ATPlite luminescence, overnight; active compounds read low; cells stimulated with P. aeruginosa culture filtrate. activity change (cytotoxicity), % at 5 µM. 0.36% of 360,000 active. AID 602141, 2011;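 active means corrected activity change at or below -50% at 5 µM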
NCOA1 inh – SRC1 coactivator transcriptional activity inhibitors, primary screen, cell-based, luminescence; HEK293 GAL4-SRC1 luciferase reporter; inhibition, % at 3.6 µM; 0.12% of 360,000 active; AID 588354, 2011;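 active means inhibition above the campaign mean plus 3 SD, with each screening campaign given its own cutoff, cut at about 60% in these data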;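 further: 0% = DMSO treated cells and 100% = gossypol at 36 µM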
TWEAK-Fn14 inh – inhibitors of TWEAK-Fn14 signaling, primary screen, luciferase reporter cells, uHTS; 2% of 360,000 active; TWEAK-stimulated Fn14 reporter cells, luciferase luminescence, 8 h; AID 1159606, 2016; inhibition, % at 10 µM; in the data active means inhibition above about 50%
TROY NFkB inh – inhibitors of TROY-driven NF-kB signaling, primary screen, Q293 LMP1-TROYcd cells, NF-kB luciferase, uHTS. Q293 LMP1-TROYcd NF-kB luciferase reporter, 4 h. inhibition, % at 10 µM. 0.98% of 360,000 active. AID 1347056, 2019;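 active means compounds whose plate-normalised and pattern-corrected inhibition of the luciferase reporter signal at the single screening dose is 50% or more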
Numbers without * were called inactive; nt = not tested or not shown. The list is partial; rates above refer to the full screens.

Order of values – LRH-1 inv ag, Shn3 3UTR inh, LMP1 NFkB inh, SRC3 inh, CF NFkB inh, COUP-TFII inh, TRAIL sens C8, KKLEB tox, NCOA1 inh, TWEAK-Fn14 inh, TROY NFkB inh
- COc1ccc(N2CCN(c3oc(COc4ccccc4Cl)nc3C#N)CC2)cc1
    12, 6, 5, 1, 4, -3, 13, -4, -10, -7, -28
- Cc1ccc(CNC(=O)C2CCCN(c3nc4ccccc4o3)C2)cc1 (stereo unspecified)
    13, -8, -1, -13, 2, -10, 6, -23, 3, -8, -11
- CCCCC1CCC(C(=O)N(C)CC(=O)Nc2cccc(F)c2)CC1 (stereo unspecified)
    16, 3, -25, -2, -49, -15, 18, 13, 9, -9, -46
- CCN(CC)C(=O)C1CCCN(Cc2ccccc2C(F)(F)F)C1 (stereo unspecified)
    -13, -5, 2, -4, 3, 3, -7, -8, -9, -12, -12
- S=c1[nH]nc(-c2ccncc2)n1/N=C/c1ccccc1Cl
    -14, nt, nt, 1, 12, -10, -6, -12, 10, 7, -2
- CCc1ccc2[nH]c(=O)c(C(c3nnnn3CC3CCCO3)N3CCCc4ccccc43)cc2c1 (stereo unspecified)
    10, 16, 0, -17, -2, 1, 10, 14, 7, 7, 8
- COc1ccccc1-n1cnc2sc(C)c(C)c2c1=O
    17, -5, 3, 5, -10, 13, -15, 0, -8, 7, -14
- COC(=O)c1cn(C(=O)c2cc(Br)ccc2Cl)c2ccccc12
    10, 13, -45, 0, 15, -5, 19, -18, -3, -14, -9
- CC(Oc1nc2c(c(=O)n(C)c(=O)n2C)n1C)C1CCCCC1 (stereo unspecified)
    -4, 47, 7, -3, 10, 17, 14, -1, -2, -1, 2
- O=[N+]([O-])c1cccc(C(O)C23CN4CN(CN(C4)C2)C3)c1 (stereo unspecified)
    12, 0, -1, 17, 13, 11, -9, 6, -16, 12, -10

As entered above.
`CCCCC1CCC(C(=O)N(C)CC(=O)Nc2cccc(F)c2)CC1` (stereo unspecified) in TWEAK-Fn14 inh: -9
`S=c1[nH]nc(-c2ccncc2)n1/N=C/c1ccccc1Cl` in LRH-1 inv ag: -14
`CCN(CC)C(=O)C1CCCN(Cc2ccccc2C(F)(F)F)C1` (stereo unspecified) in TRAIL sens C8: -7

More results:
Order of values – LRH-1 inv ag, Shn3 3UTR inh, LMP1 NFkB inh, SRC3 inh, CF NFkB inh, COUP-TFII inh, TRAIL sens C8, KKLEB tox, NCOA1 inh, TWEAK-Fn14 inh, TROY NFkB inh
- Cc1ccc(N=C2NC(=O)/C(=C/c3cccnc3)S2)cc1C
    15, 3, -4, 22, 13, -6, 8, -1, 4, -18, 2
- O=C(COC(=O)c1cnccn1)NCc1ccccc1Cl
    -2, -22, 2, 1, -15, 5, -8, 4, -3, -7, -8
- CCN(C(=O)COC(=O)CNC(=O)c1ccc(C)c(C)c1)C1CCS(=O)(=O)C1 (stereo unspecified)
    17, -1, 7, 20, -18, -3, 0, 0, 0, 9, -2
- CC(C)n1ncc2c(C(=O)NCCc3ccc(F)cc3)cc(C3CC3)nc21
    -12, 27, 11, -21, 13, 3, -8, -14, 10, -6, 4
- O=C(c1cc2cc(Cl)ccc2[nH]1)N1CCN(C(=O)c2ccco2)CC1
    -6, -46, -2, 0, 8, 3, -2, 1, 3, 16, 21
- CS(=O)(=O)c1ccc(-c2nnc(NC(=O)c3ccco3)o2)cc1
    4, 1, 4, 2, -20, -7, 14, -18, -13, 8, -7
- CCCCN1CCN=C1N(C)C
    10, 9, 12, 11, -2, 4, -19, 6, 9, 5, -2
- Cc1ccc(-c2cc(C(=O)NCc3cn(C)nc3C)c3cc(Br)ccc3n2)cc1
    -10, -37, -3, -37, -16, -6, 12, 2, -17, -44, -25
- O=c1cc(-c2ccc(O)cc2)oc2c1ccc1ccccc12
    -14, -15, -2, 12, -102, 5, 18, -9, 4, 38, 63*
- C/C(CC(=O)Nc1ccc2c(c1)OCCO2)=N\NC(=O)COc1ccc(C)cc1
    6, -12, 2, -8, -2, -29, -6, 0, -23, 16, -7
- CCN1CCN(c2ccc(S(=O)(=O)N3CCOCC3)cc2NC(=O)c2ccc(C(F)(F)F)cc2)CC1
    23, 6, 1, -10, 7, 1, -3, -11, 0, 0, 7
- COc1ccc(OC)c(C2CC(=O)Nc3cc(OC)c(OC)c(OC)c32)c1 (stereo unspecified)
    17, -32, -13, 12, -17, -59, -1, -1, -12, 8, -26
- Cn1nc(C(F)(F)F)c2cc(C(=O)N3CCOCC3)sc21
    3, -12, -7, 14, -12, -11, -5, 10, 24, -5, -2
- COc1ccc(C(CNC(=O)CNC(=O)c2cccc(F)c2)N2CCOCC2)cc1 (stereo unspecified)
    23, 48, 28, -12, 2, -10, -14, 2, 5, -28, -21
- O=C(O)Cn1nc(-c2ccccc2)cc1-c1ccccc1
    11, 0, -8, -8, -9, 11, -3, 6, 4, 6, -46
- O=C(CSc1ccccc1)NCC1(N2CCOCC2)CCCCC1
    -10, -24, -2, -16, 5, 1, -15, 12, -38, -12, 10
- CC(C)(C)S(=O)N1Cc2ccc(CO)cc2[C@@H]1CCO (stereo partly specified)
    7, -5, 4, -12, -9, -9, -4, 1, -17, 0, -2
- CCN(CC)c1ccc(C(=O)Nn2c(C)nc3ccccc3c2=O)cc1
    7, -12, -15, 1, 7, -3, -1, -12, -12, -1, -3
- O=C(Nc1cccc(S(=O)(=O)N2CCCCC2)c1)c1cncc(Br)c1
    0, 15, 2, -9, 18, -17, 9, -12, -14, 21, 6
- COc1ccc(CNc2nc(-c3ccccc3)nn2C(=O)c2cccs2)cc1
    -18, 8, -4, -11, 17, -10, 3, -2, -16, -5, -13
- N#CCSc1ccc2nc(-c3ccccc3)cn2n1
    -82, -88, -23, -101, -5, -53, -4, 2, -103, -17, -34
- COc1ccccc1CC(=O)c1ccccc1OC
    -23, 15, 26, -10, 3, 0, 7, -10, -6, -7, 1
- COc1ccc([C@@]23Oc4cc(OC)cc(OC)c4[C@]2(O)[C@H](O)[C@H](C(=O)N(C)C)[C@H]3c2ccccc2)cc1
    100*, 91*, 82*, 89*, 60*, 87*, 29, 2, 90*, 87*, 34
- Cc1ccc(OCCN2C(=O)S/C(=C\c3ccc(C)o3)C2=O)cc1
    -30, -23, -11, 7, -34, 9, -19, 3, -39, 13, -1
- O=S(=O)(NCCN1CCOCC1)c1ccc(-c2ccc(S(=O)(=O)NCCN3CCOCC3)cc2)cc1
    4, 6, 3, -1, 9, 11, -8, -4, 3, 1, 13
- COc1ccc(OC)c(NC(=O)c2ccc(-n3cccn3)nc2)c1
    -4, -9, 3, 1, 16, -2, -8, -4, 1, -4, -21
- CSc1ccccc1NC(=O)c1cc2ncc(Br)cn2n1
    -9, -95, -36, -50, -22, -14, 11, -4, -80, -21, -36
- CN(Cc1ccccc1)C(=O)c1nc2ccccn2c1CN1CCCC1c1nccs1 (stereo unspecified)
    -5, -9, -3, 1, -6, 4, 4, -3, -8, 12, 5
- CCNC(=O)CN1C(=O)NC2(CCCCCC2)C1=O
    -6, 2, 1, -8, -5, -2, -3, 6, -8, 3, -5
- COCC1=C(C(=O)OC)C(c2cccs2)n2ncnc2N1 (stereo unspecified)
    -6, -1, 0, 17, 5, -17, 5, -4, 8, 2, -4
- O=C(c1ccc(CS(=O)Cc2ccccc2Cl)o1)N1CCN(c2ccccc2)CC1 (stereo unspecified)
    7, -5, -4, -10, -10, 6, 0, -5, 1, -7, -3
- CC1(C)Cc2c(sc3nc4n(c(=N)c23)CCC4)CO1
    -13, 11, -4, -11, -12, 5, -7, 2, 5, -1, 4
- Cc1cc(C)c2c(CC(=O)N3CCCC3)coc2c1
    -8, 18, -1, -5, 9, 10, -1, 4, -12, -4, 11
- C[C@@H]1CN([C@@H](C)CO)C(=O)CCCn2nncc2CO[C@@H]1CN(C)C(=O)OCc1ccccc1
    -9, -32, -3, 1, -10, -1, -6, 11, -27, 5, -20
- CC(=O)c1cccc(NC(=O)COC(=O)COc2ccc(Cl)cc2)c1
    20, 7, -1, -11, -7, -3, -1, 5, -15, 3, 10
- CCOC(=O)c1cc(CC)sc1N1C(=O)CC(Sc2ccccc2C(=O)O)C1=O (stereo unspecified)
    -12, 13, -2, 15, 4, 10, 0, 10, -17, -8, -6
- CN1CCN(c2ccc(NC(=O)COc3ccccc3)cc2Cl)CC1
    -77, -27, -16, -80, -8, -24, 2, 9, -61, -16, -29
- O=C(CCc1nnc(CCCCc2ccccc2)o1)N1CCC(N2CCCC2)CC1
    -9, -4, -2, 4, -2, 5, -5, -14, -6, 13, -13
- O=C(Nc1cccc(S(=O)(=O)N2CCOCC2)c1)c1ccccn1
    9, -23, -1, 9, 9, -20, -3, -1, -13, 5, -17
- O=C(COc1cccnc1[N+](=O)[O-])Nc1ccc(N2CCOCC2)cc1
    0, 9, 3, 2, 7, 3, -6, -8, -12, -3, -18
- CC1=CC(=O)[C@@H](O)[C@@H](c2ccccc2Br)N1C
    9, -18, -1, -9, -1, -5, -4, -11, -2, -19, -8

Entries of single compounds, looked up by structure.
Shown for O=C(CCc1nnc(CCCCc2ccccc2)o1)N1CCC(N2CCCC2)CC1 : LRH-1 inv ag = -9; Shn3 3UTR inh = -4; LMP1 NFkB inh = -2; SRC3 inh = 4; CF NFkB inh = -2; COUP-TFII inh = 5; TRAIL sens C8 = -5; KKLEB tox = -14; NCOA1 inh = -6; TWEAK-Fn14 inh = 13; TROY NFkB inh = -13
Shown for CC1=CC(=O)[C@@H](O)[C@@H](c2ccccc2Br)N1C : LRH-1 inv ag = 9; Shn3 3UTR inh = -18; LMP1 NFkB inh = -1; SRC3 inh = -9; CF NFkB inh = -1; COUP-TFII inh = -5; TRAIL sens C8 = -4; KKLEB tox = -11; NCOA1 inh = -2; TWEAK-Fn14 inh = -19; TROY NFkB inh = -8
Shown for C[C@@H]1CN([C@@H](C)CO)C(=O)CCCn2nncc2CO[C@@H]1CN(C)C(=O)OCc1ccccc1 : LRH-1 inv ag = -9; Shn3 3UTR inh = -32; LMP1 NFkB inh = -3; SRC3 inh = 1; CF NFkB inh = -10; COUP-TFII inh = -1; TRAIL sens C8 = -6; KKLEB tox = 11; NCOA1 inh = -27; TWEAK-Fn14 inh = 5; TROY NFkB inh = -20
